High-throughput results: PubChem, Sanford-Burnham Center for Chemical Genomics
SENP6 block = blocks the human protease SENP6 | Q9GZR1 | Recombinant SENP6 catalytic domain, aminoluciferin luminescence | inhibition, % at 10 µM | 1.8% of 330,000 active | AID 2599;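 active = inhibition above about 50% at the single tested dose, limit read from the data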;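 also: plate controls were DMSO wells with enzyme for no effect and DMSO wells lacking enzyme for full effect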
A3G deaminase = inhibitors of human APOBEC3G DNA deaminase; Q9HC16; recombinant A3G, ssDNA deamination FAM/TAMRA fluorescence; inhibition, % at 20 µM; 0.28% of 330,000 active; AID 493012;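 active = inhibition of at least 40% at 20 µM, with no more than 30% in the related APOBEC3A deaminase screen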;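 also: plate controls were DMSO wells with A3G for no effect and wells lacking A3G enzyme for full effect; some compounds called inactive have numbers as strong as hits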
UBC13 inh = human UBC13 polyubiquitination inhibition | AID 485273 | P61088 | inhibition, % at 20 µM | 0.47% of 330,000 active | UBC13 polyubiquitin chain formation, TR-FRET; in the data active = inhibition above about 45%, passing the limit was not always enough
SENP7 block = inhibitors of human SENP7 protease; Q9BQF6; recombinant SENP7, Z-RLRGG-aminoluciferin luminescence, 40 min; inhibition, % at 5 µM; 1.5% of 330,000 active;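 active = inhibition above about 50% at the single test dose, limit read from the data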;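 also: plate controls were DMSO with enzyme for no effect and no enzyme buffer wells for full effect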
Apaf-1 inh = inhibitors of human Apaf-1 apoptosome; O14727; reconstituted apoptosome caspase-3 activity, DEVD-Rh110 fluorescence; inhibition, % at 20 µM; 0.71% of 330,000 active; active = inhibition of at least 40% at 20 µM;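 also: plate controls were DMSO wells for no effect and DEVD-CHO caspase inhibitor wells for full effect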
Target sequence (O14727 whole entry, looked up): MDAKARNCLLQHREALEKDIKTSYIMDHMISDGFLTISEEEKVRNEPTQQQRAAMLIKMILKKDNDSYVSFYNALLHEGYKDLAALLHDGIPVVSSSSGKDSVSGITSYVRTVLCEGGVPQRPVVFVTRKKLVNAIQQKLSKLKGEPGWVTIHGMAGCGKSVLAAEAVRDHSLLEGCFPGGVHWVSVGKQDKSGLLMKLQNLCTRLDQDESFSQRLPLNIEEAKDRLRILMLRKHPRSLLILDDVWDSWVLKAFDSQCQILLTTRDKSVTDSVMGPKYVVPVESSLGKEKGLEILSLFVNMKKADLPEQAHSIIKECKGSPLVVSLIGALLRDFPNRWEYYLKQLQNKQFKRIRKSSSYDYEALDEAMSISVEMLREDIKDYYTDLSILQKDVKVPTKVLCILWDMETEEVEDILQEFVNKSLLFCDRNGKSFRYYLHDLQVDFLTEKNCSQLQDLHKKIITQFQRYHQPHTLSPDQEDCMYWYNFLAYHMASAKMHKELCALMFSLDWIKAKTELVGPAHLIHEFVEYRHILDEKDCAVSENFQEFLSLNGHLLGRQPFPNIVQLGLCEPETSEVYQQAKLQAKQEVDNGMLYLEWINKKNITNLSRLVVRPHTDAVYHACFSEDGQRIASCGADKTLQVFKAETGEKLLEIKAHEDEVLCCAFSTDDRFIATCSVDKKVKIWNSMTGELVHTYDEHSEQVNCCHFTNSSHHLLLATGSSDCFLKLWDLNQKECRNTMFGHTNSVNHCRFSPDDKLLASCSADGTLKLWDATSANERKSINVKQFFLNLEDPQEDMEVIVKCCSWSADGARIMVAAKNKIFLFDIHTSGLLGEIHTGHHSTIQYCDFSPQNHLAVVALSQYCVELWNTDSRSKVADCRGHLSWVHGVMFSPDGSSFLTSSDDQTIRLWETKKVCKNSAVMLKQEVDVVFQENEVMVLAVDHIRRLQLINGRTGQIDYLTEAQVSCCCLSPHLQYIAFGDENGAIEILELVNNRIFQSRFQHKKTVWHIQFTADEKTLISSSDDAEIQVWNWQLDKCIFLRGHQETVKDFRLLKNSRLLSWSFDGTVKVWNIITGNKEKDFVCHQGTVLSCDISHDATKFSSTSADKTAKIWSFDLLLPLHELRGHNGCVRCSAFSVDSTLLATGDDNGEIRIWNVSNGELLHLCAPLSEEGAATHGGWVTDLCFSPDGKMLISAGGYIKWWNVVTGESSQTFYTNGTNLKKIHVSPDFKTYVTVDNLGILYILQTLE
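Material: reconstituted apoptosome with Apaf-1, cytochrome c, caspase-9, procaspase-3, dATP. Technique: Rh110 fluorescence intensity. Buffer or medium: pH 7.5 Hepes buffer with CHAPS, BSA, DTT. Times: 30 min plus 50 min, RT.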
SENP1 FRET inh = inhibitors of human SENP1 SUMO protease catalytic domain | inhibition, % at 10 µM | Q9P0U3 | recombinant SENP1 catalytic domain, CyPet-SUMO1-YPet FRET cleavage | 0.21% of 360,000 active;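 active = inhibition at least 30% at 10 µM, raw YFP signal under a set limit, fluorescence ratio 0.5 to 1.5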;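 also: 0% = enzyme with DMSO and 100% = no enzyme wells; some results filed as inactive read as strong as hits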
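Test system: hSENP1 catalytic domain, recombinant; Amount: 20 pM final SENP1 enzyme; Medium: Tris pH 8 buffer plus EDTA, NaCl, BME, BSA, NP40, catalase; Schedule: 50 min enzyme reaction, room temperature, light-protected; Technique: FRET fluorescence in CFP and YFP emission channels; Controls: no-enzyme wells low, DMSO-plus-enzyme wells high control.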
SENP8 block-1 = SENP8 protease inhibition. Q96LD8. AID 2540. 1.2% of 330,000 active. inhibition, % at 10 µM. purified SENP8, Z-RLRGG-aminoluciferin cleavage, luminescence; in the data active = inhibition above about 50%
SENP8 block-2 = SENP8 (human) protease inhibition; inhibition, % at 20 µM; 0.64% of 360,000 active; Q96LD8; recombinant SENP8, Nedd8 substrate fluorescence; AID 602440; in the data active = inhibition mostly above about 40%, no sharp cut-off; inactive = mostly below about 27%
Numbers without * were called inactive; / = not tested or not shown. An unsorted share of the library. Share with any hit: about 3.6%.

Compound,SENP6 block,A3G deaminase,UBC13 inh,SENP7 block,Apaf-1 inh,SENP1 FRET inh,SENP8 block-1,SENP8 block-2
S=C(NCc1ccc2c(c1)OCO2)Nc1ccc(-c2nc3ccccc3[nH]2)cc1,-9,-10,30,6,6,-1,-2,-118
O=C(Nc1ccccc1)OCC1CCCO1 (stereo unspecified),-19,-3,-11,-1,-5,1,-3,21
COc1cccc(N2CCN(C3CC(=O)N(c4ccc(F)c(Cl)c4)C3=O)CC2)c1 (stereo unspecified),10,-4,8,-6,4,0,-6,8
CC(=O)Nc1ccc(S(=O)(=O)NCC(=O)Nc2ccc3c(c2)OCO3)cc1,4,-6,5,0,-5,-1,1,8
COC(=O)COn1c(-n2nc(C)cc2C)nc2ccccc2c1=O,-4,-6,1,-8,-4,2,-2,15
COc1cccc(/C=N/NC(=O)c2c(-c3ccccc3)noc2C)c1,4,1,-1,13,4,0,0,12
Cc1ccc(NC(=O)C2C(=O)N(C)c3ccccc32)cc1 (stereo unspecified),-6,-6,3,3,-16,0,-3,15
C[C@@H]1NC(=O)c2cc([N+](=O)[O-])cc(I)c2OCC[C@@H](C(N)=O)NC(=O)[C@H](CCCCN)NC1=O,2,0,2,-4,9,2,9,33
O=C(NC(N1CCCC1)C(Cl)(Cl)Cl)c1ccccc1 (stereo unspecified),-11,-1,-8,-9,-3,1,-10,7
Cc1ccc(CN2CCN(C/C(Cl)=C/c3ccccc3)CC2CCO)o1 (stereo unspecified),-3,-7,3,1,3,-3,3,2
CC(NC(=O)c1ccccc1Br)c1nnc(SCC(=O)NC2CCCCC2)n1C (stereo unspecified),-8,-6,3,2,7,0,-6,6
Cc1sc(NC(=O)CN2C(=O)NC3(CCCC3)C2=O)nc1-c1ccc(F)cc1,1,-11,1,-3,9,2,0,7
Cc1ccc(C(=O)N/C(=C\c2cccs2)C(=O)NCC2CCCO2)cc1C (stereo unspecified),-4,-6,7,1,-3,2,-3,8
CCN(CC)c1ccc(NC(=O)CN2CCN(S(=O)(=O)c3cc(Cl)ccc3OC)CC2)cc1,-6,6,-1,9,22,0,2,18
CC(C)NC(=O)c1ccccc1NC(=O)c1ccccc1N(C)S(C)(=O)=O,-3,-1,-4,8,-14,1,-1,10
Cc1nn(-c2ccccc2)c(Cl)c1/C=N/NC(=O)CCNc1n[nH]c(=O)[nH]c1=O,-1,-2,2,1,-13,/,2,/
Fc1ccccc1-c1nnc2n1N=C(c1ccc(OC(F)F)c(OCC3CC3)c1)CS2,17,-7,-13,7,4,3,2,20
COc1ccc(C2CC(=O)Nc3ccccc3S2(=O)=O)cc1OC (stereo unspecified),-3,-4,-6,-1,-2,-2,1,-10
CCN(CC)C(=O)[C@H]1CC(CC(=O)NCc2cccc(C(F)(F)F)c2)C(=O)N2CCc3c([nH]c4ccccc34)[C@]12C (stereo partly specified),10,-5,14,3,26,-2,-6,0
CCOC(=O)Cn1c(=O)oc2cc(S(=O)(=O)Nc3cc(Cl)ccc3OC)ccc21,-3,-2,0,1,11,14,2,20
Cc1c(NC(=O)c2cnn3cccnc23)c(=O)n(-c2ccccc2)n1C,6,-3,1,-1,-26,4,0,21
CCCNC(=O)CS(=O)(=O)Cc1nc(-c2ccccc2C)oc1C,-14,-2,2,6,8,1,1,-6
O=C(NCc1ccncc1)C(=O)NCC1OCCCN1S(=O)(=O)c1ccccc1 (stereo unspecified),-11,-7,-8,-4,6,0,-8,6
CCc1ccc(C2CC(=O)N(c3ccc(F)cc3)C3=C2C(=O)OC3)cc1 (stereo unspecified),-9,-10,0,2,-32,2,-5,13
CSCCC(NC(=O)c1ccccc1)C(=O)NCCCSc1ccccc1 (stereo unspecified),-3,-4,10,4,0,1,-8,0
O=C(CSc1ncnc2c1nnn2-c1ccc(F)cc1)NCC1CCCO1 (stereo unspecified),3,-4,4,0,1,-1,-5,17
Cc1ccc(NC(=S)N(CCN(C)C)Cc2cccs2)cc1,5,-1,5,0,-1,1,3,5
O=C(C1CCOCC1)N1CCCC(N2CCN(c3ccc(F)cc3)CC2)C1 (stereo unspecified),-3,-5,-9,-13,-7,0,-5,4
COc1cccc(NC(=S)N(CCCN2CCC(C)CC2)Cc2cccs2)c1,6,-7,-6,3,-5,9,8,1
c1ccc(-n2nnnc2-c2cnc(-c3cccnc3)nc2-c2cccs2)cc1,3,0,6,3,18,1,5,-27
CC(=O)c1ccc2noc(-c3ccc(C)cc3)c2c1,2,-2,-4,-1,3,-88,-4,-398
OCc1c(Cl)nc2ccccn12,-29,-8,11,-13,-12,0,-4,-12
CN(C)CC(O)CN1C(=O)N(CN2C(=O)N(CC(O)CN(C)C)C(=O)C2(C)C)C(C)(C)C1=O (stereo unspecified),-14,-6,5,4,1,0,-1,12
CC1CN(C)C(C)c2c1oc1ccc(N)cc21 (stereo unspecified),12,-5,-12,3,10,1,-8,6
CCOC(=O)c1c(NC(=O)COC(=O)c2c(C)noc2C)sc2c1CCC2,-3,-8,-2,-7,29,0,-9,1
O=C(Nc1c2c(nn1-c1ccc([N+](=O)[O-])cc1)CS(=O)(=O)C2)c1cccs1,5,-2,-2,1,-5,1,3,19
Cc1cc(=O)oc(C)c1C(=O)NCCc1ccccc1,-12,4,-2,7,16,3,3,11
Cc1ccc(Nc2ncccc2C(N)=O)cc1[N+](=O)[O-],21,0,-5,13,5,2,-2,13
CCCC(=O)N1c2ccc(-c3csc(N)n3)cc2CC1C (stereo unspecified),5,-3,0,1,1,-2,2,-41
COc1cccc(NC(=O)C2CCCN2S(=O)(=O)c2ccc3c(c2)C(C)(C)C(=O)N3C)c1 (stereo unspecified),-1,-8,-9,-2,9,-1,-6,15
NC(=O)c1ccc(C(F)(F)F)n(Cc2ccccc2Cl)c1=O,-1,3,-8,-10,22,-2,0,8
COc1cc2oc(=O)cc(-c3ccc(-c4ccc(F)c(Cl)c4)cc3)c2c(OC)c1OC,/,6,/,-1,20,-1,/,-18
O=C(CC(C(=O)O)c1c(F)cccc1Cl)c1ccc(Cl)cc1 (stereo unspecified),17,-9,-1,-10,3,-1,-10,8
CC(=O)C(=Cc1cc(C)n(-c2ccccc2)c1C)C(C)=O,0,-7,-12,-6,-1,-5,-16,21
O=C(CN1CCN(S(=O)(=O)c2cccc(Br)c2)CC1)NCCc1cccs1,6,-3,5,-1,9,2,-11,19
N#CC(c1ccc(=O)[nH]n1)c1ccc(Cl)cc1Cl (stereo unspecified),1,-7,4,6,-19,2,3,2
CCOCc1nnc(NC(=O)c2cc(OC)cc(OC)c2)s1,-7,-6,3,7,3,-8,-3,-7
CCC(=O)Nc1nnc(/C=C/c2ccccc2)s1,7,-5,10,-4,4,-9,-10,-314
CCOc1cc(C2C(C(=O)OC(C)C)=C(C)NC3=C2C(=O)CCC3)cc([N+](=O)[O-])c1O (stereo unspecified),-2,-3,-18,6,-5,2,7,6
O=C(Nc1ccc(Cl)cc1)Nc1ccccc1C(=O)NCc1ccco1,91*,-7,9,96*,-9,1,84*,-115
Cc1ccc(NC(=O)COC(=O)c2ccco2)cc1C,-2,-7,7,-3,-10,0,-3,8
S=C(NCC1CCCO1)c1ccc(Br)cc1 (stereo unspecified),-52,7,3,5,-12,2,-10,22
O=C(O)c1cnn2c(C(F)F)cc(C(F)F)nc12,6,-6,-6,0,-4,-1,-1,6
COc1ccc2c(Cl)c(C(=O)NN3CCN(C)CC3)sc2c1,-7,-6,7,2,-5,-2,17,12
O=C(CN1CCN(S(=O)(=O)c2ccccc2F)CC1)N1CCc2ccccc2C1,-15,1,-1,9,-2,1,1,6
CC(=O)N1c2ccccc2NC(=O)C1(C)C,-2,1,2,1,3,2,-1,15
COc1cc(C)ccc1OCCCCN1CC(C)OC(C)C1 (stereo unspecified),-10,-4,6,2,-3,-1,-7,15
CC1CC(C)CN(C(=O)c2ccccc2Nc2ccc(SC(F)F)cc2)C1 (stereo unspecified),-9,1,1,5,28,3,1,6
Cc1ccccc1N1C(=O)C2ON(c3ccccc3)C(c3cccnc3)C2C1=O (stereo unspecified),-18,-1,-9,-2,2,4,2,8
O=C(NCc1cccnc1)NC1CC(=O)N(c2ccc3c(c2)OCCO3)C1 (stereo unspecified),-16,-5,-6,8,-6,-1,-4,4

The list continues.
Compound,SENP6 block,A3G deaminase,UBC13 inh,SENP7 block,Apaf-1 inh,SENP1 FRET inh,SENP8 block-1,SENP8 block-2
Cc1oc(C(C)(C)C)cc1C(=O)NCC(=O)NCC(=O)O,-6,-1,0,2,-26,-1,2,9
COc1cc2c(cc1O)C(SC)=NC(C)(C)C2,-2,-10,-2,-3,8,-1,-1,6
Cc1c(S(=O)(=O)N(C)C2CCCCC2)c(=O)n(C)c(=O)n1C,-16,-3,-2,-6,0,2,-2,6
O=C(NCCN1CCOCC1)c1cc2sccc2n1Cc1ccc(F)cc1,-9,-4,0,0,2,-2,-4,3
COc1ccccc1-n1c(SCC(=O)Nc2ccccc2C)nc(O)cc1=O,-4,3,2,5,11,-3,-3,13
CS(=O)(=O)c1nc(S(=O)(=O)c2ccc(Cl)cc2)c(N2CCN(CCO)CC2)s1,1,-6,4,4,-16,0,-5,11
O=c1c2ccccc2ncn1-c1ccc2c(c1)OCCO2,-9,1,2,5,-9,-1,-7,-3
COc1ccc(/C=C/C(=O)C2CC2)cc1COc1cccc(C)c1C,8,-6,6,6,9,0,6,2
O=C(CN1C(=O)C2C3c4ccccc4C(c4ccccc43)C2C1=O)Nc1cccc(C(=O)O)c1 (stereo unspecified),-3,-8,-3,-5,7,-1,-5,2
CCCCN(C)CCN1C(=O)C2C(C(=O)Nc3ccc(C)cc3)C3C=CC2(O3)C1C(=O)NC1CCCCC1 (stereo unspecified),-12,-2,2,-9,7,3,-4,27
CC(=O)Nc1cc(NC(C)=O)c(N=Nc2ccccc2)cc1C,-23,-4,-11,-1,-7,-1,4,24
CCCCC(=O)c1c(C)cc(C)[nH]c1=O,-17,-3,3,6,-6,1,-1,0
O=C(Nc1cccc([N+](=O)[O-])c1)c1cnccn1,9,-5,8,-1,-5,3,-11,1
CC12COC3(C(=O)Nc4ccccc4F)CC1CCC32C (stereo unspecified),-14,-6,-8,-3,-2,1,-8,9
COc1ccc(-c2csc3ncnc(N4CCN(S(=O)(=O)c5cccc(Br)c5)CC4)c23)cc1,-4,-5,-6,3,21,-7,-4,-8
Cc1oc(CC(C)C)cc1C(=O)Nc1cccc2ccccc12,3,-4,-2,-1,21,-1,-11,-10
C/C=C/c1ccc(OCCCN2C(=O)NC(C)(C)C2=O)c(OC)c1,-4,1,0,0,5,-2,-7,13

Some of these compounds in order of heavy-atom count, smallest number first:
Compound,SENP6 block,A3G deaminase,UBC13 inh,SENP7 block,Apaf-1 inh,SENP1 FRET inh,SENP8 block-1,SENP8 block-2
CCCCC(=O)c1c(C)cc(C)[nH]c1=O,-17,-3,3,6,-6,1,-1,0
Cc1c(S(=O)(=O)N(C)C2CCCCC2)c(=O)n(C)c(=O)n1C,-16,-3,-2,-6,0,2,-2,6
Cc1oc(CC(C)C)cc1C(=O)Nc1cccc2ccccc12,3,-4,-2,-1,21,-1,-11,-10
C/C=C/c1ccc(OCCCN2C(=O)NC(C)(C)C2=O)c(OC)c1,-4,1,0,0,5,-2,-7,13
